S1P3 antag: antagonists of human S1P3 receptor; Q99500; CHO S1P3 NFAT-BLA reporter, FRET fluorescence, antagonist mode; inhibition, % at 4.98 µM; 170,000 tested, 0.27% active;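 active = inhibition above the plate cutoff, the mean inhibition of test wells on that plate plus 3 SD, cut at about 28% in these data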;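 note: cells challenged with S1P at its EC80 of 0.8 µM; blue over green emission ratio from cleaved BLA substrate after 4 h stimulation; 0% = S1P-stimulated wells and 100% = unstimulated DMSO-only wells; some compounds past the cut are filed as inactive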
Target sequence (Q99500 whole entry, looked up): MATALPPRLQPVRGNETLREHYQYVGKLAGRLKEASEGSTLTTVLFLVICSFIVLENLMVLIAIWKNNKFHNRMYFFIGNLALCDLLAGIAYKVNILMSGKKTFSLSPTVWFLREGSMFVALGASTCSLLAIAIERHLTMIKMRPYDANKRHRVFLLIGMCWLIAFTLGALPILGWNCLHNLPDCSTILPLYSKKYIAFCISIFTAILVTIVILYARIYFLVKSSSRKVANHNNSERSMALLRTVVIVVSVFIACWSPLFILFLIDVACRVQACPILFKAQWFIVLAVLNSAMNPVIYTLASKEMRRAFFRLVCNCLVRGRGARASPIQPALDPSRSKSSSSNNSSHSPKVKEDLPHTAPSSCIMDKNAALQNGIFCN
Diaph act CS: diaphorase activation or chemical reduction counter-screen; Diaphorase/resazurin coupled assay, resorufin fluorescence, 16 min; stronger effect = higher value; 1 = vehicle wells, 0 = NADH-free wells; activation factor at 20 µM; 190,000 tested, 0.005% active;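 active = diaphorase activity raised at least twofold by the compound at 20 µM; inactive = activation factor below 2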
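Material: Clostridium kluyveri diaphorase, purified enzyme; Quantity: enzyme 0.07 U/mL final; Medium: HEPES pH 7.4 buffer with MgCl2 and Tween 20; Dosing: single compound dose of 20 µM, 1% DMSO final; Schedule: 16 min reaction at room temperature; Measured by: red resorufin fluorescence at 544/590 nm excitation/emission.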
PPARg SRC1 recr: promotes SRC-1 coactivator recruitment by human PPARgamma; activation, % at 8 µM; PPARgamma-SRC-1 coactivator recruitment biochemical assay; 200,000 tested, 0.41% active; P37231; in the data active = activation above about 19%;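 note: 0% = DMSO and 100% = reference agonist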
G6PDH counter: counter-screen for G6PDH assay hits: L. mesenteroides G6PDH inhibition; Purified L. mesenteroides G6PDH, diaphorase/resazurin coupled fluorescence, 45 min; inhibition, % at 5 µM; 200,000 tested, 0.12% active; in the data active = inhibition above about 50%
SRC2 TRFRET art: TR-FRET artefact, counter-screen to PPARgamma/SRC-2 agonist assay | 200,000 tested, 0.4% active | TR-FRET ratio at 8 µM | stronger effect = higher value; in the data active = TR-FRET ratio above about 2000; note: inactives centre near 1500
Diaphorase inh: diaphorase inhibition or chemical oxidation counter-screen; AID 1217; diaphorase resazurin-to-resorufin fluorescence, NADH, 16 min; bacterial (C. kluyveri) enzyme, not human; inhibition, % at 20 µM; 190,000 tested, 0.69% active;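 active = primary screen inhibition at 20 µM above a set limit, cut at about 50% in these data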;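 note: plate controls were DMSO with full reaction for no effect and wells lacking NADH for full effect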
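Test system: bacterial diaphorase enzyme (C. kluyveri); Quantity: 0.14 U/mL diaphorase, enzyme working solution; Times: reaction incubation of 16 min at room temperature; Measured by: fluorescence of resorufin formed from resazurin, Ex 544/Em 590 nm; Benchmarks: positive control minus NADH, DMSO neutral control.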
PMI act satM6P: activators of human phosphomannose isomerase at near-saturating mannose 6-phosphate; P34949; coupled PMI enzyme assay, resazurin fluorescence, 20 min; stronger effect = higher value; 1 = untreated enzyme, 0 = substrate-free blank; activation factor at 20 µM; 190,000 tested, 0.34% active;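 active = activation factor of 2 or more at 20 µM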
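Material: human phosphomannose isomerase with PGI, G6PDH, diaphorase coupling enzymes / Reagent: Man-6-P substrate 1.0 mM / Dosing: single compound dose of 20 µM, 1% DMSO final / Incubation: enzyme reaction with compound 20 min at room temperature / Signal: resorufin fluorescence (Ex 544/Em 590 nm) from resazurin via diaphorase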
ROMK mod: human ROMK K+ channel modulation, primary screen; B-score at 10 µM; 130,000 tested, 2% active; Tet-inducible ROMK, thallium flux fluorescence; actives lie on both sides;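 active = signal ratio slope over the read window, or its plate-corrected B-score, at least 3 SD from the plate mean, either direction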;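 note: B-score of the F/F0 ratio slope over 7 to 12 s after thallium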
Target sequence (P48048 whole entry, looked up): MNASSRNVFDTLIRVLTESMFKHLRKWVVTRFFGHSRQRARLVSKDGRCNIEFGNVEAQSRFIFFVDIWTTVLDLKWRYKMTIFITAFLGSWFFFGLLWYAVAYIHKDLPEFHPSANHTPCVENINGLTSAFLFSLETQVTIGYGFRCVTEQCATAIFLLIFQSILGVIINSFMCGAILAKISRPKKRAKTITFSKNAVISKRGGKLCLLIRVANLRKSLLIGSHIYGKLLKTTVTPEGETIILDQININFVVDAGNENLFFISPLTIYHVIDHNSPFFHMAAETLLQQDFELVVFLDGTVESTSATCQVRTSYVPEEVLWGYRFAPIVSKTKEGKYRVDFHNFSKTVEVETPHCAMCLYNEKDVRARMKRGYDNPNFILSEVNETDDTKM
PPARg SRC-3 ag: agonists of human PPARgamma SRC-3 coactivator recruitment. activation, % at 8 µM. P37231. 200,000 tested, 0.26% active. biochemical PPARgamma/SRC-3 coactivator recruitment assay; in the data active = activation above about 23%;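 note: 0% = DMSO and 100% = reference agonist; some compounds past the cut are filed as inactive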
PPARg SRC2 recr: PPARgamma-driven SRC-2 recruitment agonism; PPARgamma LBD-SRC-2 recruitment, biochemical; activation, % at 8 µM; 200,000 tested, 0.34% active; P37231; in the data active = activation above about 22%;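 note: 0% = vehicle and 100% = reference agonist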
PMI activator: phosphomannose isomerase (human) activation. P34949. purified human PMI, coupled resazurin fluorescence, 20 min; stronger effect = higher value; 1 = vehicle control, 0 substrate-free wells. activation factor at 20 µM. 190,000 tested, 0.005% active;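 active = activation factor of 2 or more at 20 µM, relative to plate controls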
Numbers without * were called inactive; . = no result given. Random draw from the library; 3.3% or so of the library scored in one or more.

SMILES	S1P3 antag	Diaph act CS	PPARg SRC1 recr	G6PDH counter	SRC2 TRFRET art	Diaphorase inh	PMI act satM6P	ROMK mod	PPARg SRC-3 ag	PPARg SRC2 recr	PMI activator
Cc1ccc(CC(CC(=O)O)C(=O)NCc2ccccc2)cc1 (centres undefined)	-18.1	1	-2.3	-5.1	1684	1.7	1.1	0.104	2.8	8.3	0.9
Cn1ccnc1SCC(=O)N(C1CCCCC1)C1CCCCC1	-13.6	0.9	3.3	2.1	1551	10.8	0.9	1.07	-2.0	-1.7	0.9
CCCc1cc(NC(=O)CCl)n(-c2ccccc2)n1	1.1	0.8	6.2	8.5	1683	15.1	1	-0.218	-0.1	7.2	1
O=C(Nc1c(Cl)cc(Cl)cc1C(=O)NCc1cccnc1)c1ccc(Cl)cc1Cl	.	1	9.4	0.5	1517	1.9	0.9	.	-0.5	-2.0	1
S=C(NCCN1CCOCC1)Nc1ccc(Cl)cc1	2.9	0.9	0.6	2.4	1524	11.5	1	.	-2.4	3.6	1.1
CC(C)(C)c1ccc(OCc2ccc(C(=O)N3CCOCC3)o2)cc1	-16.6	1	-1.8	8.3	2010*	-3.2	1.1	-0.627	2.6	25.2*	1
Brc1ccc(OCc2nnc3n2CCC3)cc1	-20.1	0.9	2.5	-5.7	1715	11.9	1	-0.89	2.5	-0.2	1
O=c1nc2n(c3c4c(sc13)CCC4)CCC2	-19.0	0.9	12.1	3.8	1691	9.7	0.9	.	11.2	8.1	0.9
Nc1nc2c3ccccc3nc(C3CC3)n2n1	15.4	0.9	-4.7	-4.3	1761	12.3	1	.	3.6	12.2	0.9
CCn1c(=O)ccc2cc([N+](=O)[O-])ccc21	-2.7	1	3.3	17.5	1505	4.5	0.9	0.0525	5.2	0.2	0.9
CCOc1ccc(OCc2ccc(C(=O)NCc3cccnc3)o2)cc1	.	1	8.6	2.2	1670	3.8	1.1	.	3.0	6.8	1
COc1ccc(NC(=O)CNc2cccc(C#N)c2)cc1Cl	18.9	0.8	10.8	3.9	1587	18.4	0.8	0.108	9.5	4.4	0.8
CC1CCN(C(=O)C2(NC(=O)Nc3cccc(F)c3)CCCCC2)CC1	.	1	-4.3	7.5	1475	1.8	1.1	-0.125	9.1	-4.2	1.1
O=C(O)CSc1nnc2c(n1)[nH]c1ccccc12	2.1	1	8.6	3.5	1662	-1.7	1.1	0.00309	3.1	8.1	1.1
O=C(/C=C/Nc1ccccc1F)c1cccs1	-0.1	0.9	2.4	-5.3	1702	7.1	1.1	.	1.5	6.4	1
CON1C(=O)C(=O)N(OC)C2CCCCCC21 (centres undefined)	-1.9	1	4.0	2.5	1398	0.6	1.2	.	-6.0	-1.3	1.1
O=C(Cn1cnc2sc(-c3ccccc3)cc2c1=O)NCc1ccco1	-0.1	0.8	4.6	-34.4	1545	17.2	1	.	9.7	6.3	1
CCC(=O)Nc1ccc(C(=O)Nc2cccc(C)n2)cc1	-21.8	1	-5.0	9.7	1675	-4.5	1.1	.	3.3	-0.3	1
Cn1cc(CN(Cc2ccccc2)C[C@@H]2CCC(=O)N2)c(-c2ccccc2F)n1	8.0	1	1.5	-0.9	1611	4.9	1	0.305	4.9	0.1	1
CCOc1cc(C)c(Cl)cc1S(=O)(=O)n1nnc2ccccc21	14.6	0.8	1.3	-5.1	1588	19.0	0.9	-0.324	5.1	-1.1	0.8
C/C(=N\NC(=O)c1cccc(S(=O)(=O)N2CCCCC2)c1)c1ccc(C)o1	5.3	0.9	4.0	5.0	1614	14.1	0.8	0.705	4.1	6.6	0.9
Cn1c2ccccc2c2c(C(=O)NCc3ccco3)cn(C3CCCCC3)c(=O)c21	.	0.7	-1.8	0.0	1411	30.4	1	-0.232	-1.4	-4.3	0.9
COc1cccc(-c2cc(C(=O)Nn3cnnc3)c3ccccc3n2)c1	-51.2	1	4.8	8.0	1679	-0.8	1	0.34	0.9	2.6	1.2
CCO[C@@H]1OC(C(=O)NC2CC2)=C[C@H](c2ccc3c(c2)OCO3)[C@H]1CCCO	-12.1	0.9	5.3	7.0	1750	12.1	1	.	-2.5	2.1	0.9
O=S(=O)(Nc1cccnc1)c1ccc(Cl)cc1	.	1	-2.5	4.5	1509	0.0	1	.	-3.9	0.5	0.9
The list goes on:
SMILES	S1P3 antag	Diaph act CS	PPARg SRC1 recr	G6PDH counter	SRC2 TRFRET art	Diaphorase inh	PMI act satM6P	ROMK mod	PPARg SRC-3 ag	PPARg SRC2 recr	PMI activator
CC1(Br)C2CCCC1C2S(=O)(=O)c1ccccc1 (centres undefined)	-19.1	0.8	11.6	-3.8	1632	15.2	0.9	.	-4.8	1.4	0.9
O=C(O)c1[nH]c2ccccc2c1C=NCc1ccccc1Cl	-6.8	0.9	1.5	-7.8	1460	6.8	1.1	-0.775	1.7	5.3	1
Cc1occc1C(=O)NNC(=O)NC12CC3CC(CC(C3)C1)C2	.	0.9	8.1	7.2	1593	9.2	1	0.531	-6.1	6.1	1
Cc1nc(C)c(C(=O)NNC(=O)c2ccc(Br)cc2)s1	1.1	1	-4.5	12.8	1505	-2.1	1	.	-2.0	6.0	0.9
Nc1ccc(NS(=O)(=O)c2ccccc2)cc1	4.9	1	3.6	10.4	1602	1.9	1	0.831	0.0	5.8	1.1
CCN(CC)S(=O)(=O)c1ccc(OC(C)C)c(NC(=O)c2c3c(nc4ccccc24)CCN(Cc2ccccc2)C3)c1	-8.6	0.9	-6.7	-3.2	1489	14.8	0.9	-3.04*	-5.1	-5.5	1
CC1(C)C(=O)Nc2ccccc2N1C(=O)COC(=O)c1ccc(Cl)c(S(=O)(=O)NCc2ccccc2)c1	.	0.8	-2.7	6.4	1620	17.2	1	1.05	2.0	4.4	0.9
Cc1nn(CC(=O)NCc2ccc(-n3cccn3)cc2)c(C)c1[N+](=O)[O-]	3.4	0.9	13.7	-0.9	1403	7.3	0.9	0.091	2.7	-3.5	1
COc1ccc(-c2nnn(CC(=O)N(CC(=O)NCCC(C)C)Cc3cccs3)n2)cc1OC	-9.1	0.8	4.5	-0.4	1610	18.3	0.9	-0.0162	-2.4	1.8	1
COc1ccc(N2CCN(C(=O)c3cccc(F)c3)CC2)c([N+](=O)[O-])c1	-14.2	0.9	2.5	4.1	1488	11.8	0.9	-1.06	2.9	10.6	0.9
O=C1OCCC1Sc1nc2ccccc2[nH]1 (centres undefined)	-18.3	0.9	2.1	1.9	1632	9.2	1	.	5.8	5.0	1.1
COC(=O)C1C2C=CC3(CN(CC4CCCO4)C(=O)C13)O2 (centres undefined)	9.0	1	-3.0	15.8	1504	-1.3	1	-0.00202	-9.1	-1.8	0.9
Cc1ccc(Cl)cc1NC(=S)N(Cc1cccs1)C1CCCC1	15.7	0.9	-5.5	-1.2	1690	6.3	1	0.491	5.3	5.1	0.9
Cc1cc(C)n(CC(O)CN(c2cccc([N+](=O)[O-])c2)S(=O)(=O)c2ccccc2)n1 (centres undefined)	-10.6	0.9	5.8	8.6	1679	9.7	0.9	.	5.1	1.8	0.9
Cc1c(NC(=O)C(C)OC(=O)CC2Sc3ccccc3NC2=O)c(=O)n(-c2ccccc2)n1C (centres undefined)	-17.1	0.8	-1.9	2.1	1576	15.6	1	0.0266	-0.6	5.6	1.1
C#CCn1c(=NC(=O)c2cccs2)sc2cccc(OC)c21	31.6	0.8	1.7	-1.8	1916	17.4	0.8	.	1.9	-7.8	0.9
COC(=O)Cn1cc(C(=O)OC)c2ccccc21	-16.0	1	7.8	-7.9	1594	-0.7	1	.	3.0	2.6	0.9
O=C(CC1Oc2ccccc2NC1=O)NCc1ccc(Cl)cc1 (centres undefined)	-1.9	0.8	2.8	8.9	1400	19.0	0.8	.	0.0	-2.6	0.9
O=S(=O)(NCc1cc(-c2ccc(Cl)cc2)no1)c1ccccc1	.	0.9	2.4	4.6	1588	8.7	1	.	8.2	6.7	1
Cc1nn(Cc2ccc(C(=O)Nc3nc4c(C)cccc4s3)o2)c(C)c1Br	.	0.8	1.9	-2.6	1510	24.7	0.9	.	6.5	0.1	0.9
Cc1c(F)cccc1NS(=O)(=O)c1ccc(OCCNS(C)(=O)=O)cc1	-19.1	0.9	3.9	5.9	1444	10.5	0.9	-0.581	0.2	-5.3	0.9
CCSc1nnc(NC(=O)C2Cc3ccccc3CN2S(=O)(=O)CC)s1 (centres undefined)	-3.8	0.9	-4.0	5.6	1466	7.5	0.8	-0.542	-3.5	-0.2	1
O=C(N/N=C/c1cn(-c2ccccc2)nc1-c1cc2ccccc2o1)c1c[nH]c2ccccc12	31.2*	1	-3.1	17.8	1845	-3.3	0.9	0.132	-0.8	6.0	1
O=C(COc1ccc2ccccc2c1Br)NC(=S)Nc1cccc(CO)c1	3.5	0.9	14.6	-6.0	1735	5.7	1	-0.0461	8.0	7.3	1
O=C(C1CCCN(Cc2nc(-c3cccs3)no2)C1)N1CCOCC1 (centres undefined)	9.9	0.9	-0.5	8.3	1577	13.7	1	0.595	2.5	-1.9	1
O=C(O)c1cc2ccc3ccccc3c2[nH]1	.	0.8	-4.9	16.2	1461	17.7	1.2	0.361	-5.0	6.1	1
Fc1cccc2sc(Nc3nnc(-c4ccccc4)o3)nc12	-3.1	0.8	9.3	5.0	1583	17.4	1	7.04*	11.2	9.5	1
CCC(C)c1ccccc1OCCOCCN1CCCC1 (centres undefined)	-1.4	1	-0.2	4.0	1613	-1.8	1.1	0.476	1.5	-3.4	1
CC(=O)Nc1nc(CC(C)C)cc(-c2ccco2)c1C#N	-17.2	0.8	-2.5	6.6	1459	15.3	1	0.0855	9.7	10.3	1

Shown with two lines to a compound: entries from further up
Each structure is followed by: S1P3 antag | Diaph act CS | PPARg SRC1 recr | G6PDH counter | SRC2 TRFRET art | Diaphorase inh | PMI act satM6P | ROMK mod | PPARg SRC-3 ag | PPARg SRC2 recr | PMI activator
- O=C1OCCC1Sc1nc2ccccc2[nH]1 (centres undefined)
    -18.3 | 0.9 | 2.1 | 1.9 | 1632 | 9.2 | 1 | . | 5.8 | 5.0 | 1.1
- COC(=O)C1C2C=CC3(CN(CC4CCCO4)C(=O)C13)O2 (centres undefined)
    9.0 | 1 | -3.0 | 15.8 | 1504 | -1.3 | 1 | -0.00202 | -9.1 | -1.8 | 0.9
- Cc1ccc(Cl)cc1NC(=S)N(Cc1cccs1)C1CCCC1
    15.7 | 0.9 | -5.5 | -1.2 | 1690 | 6.3 | 1 | 0.491 | 5.3 | 5.1 | 0.9
- Cc1cc(C)n(CC(O)CN(c2cccc([N+](=O)[O-])c2)S(=O)(=O)c2ccccc2)n1 (centres undefined)
    -10.6 | 0.9 | 5.8 | 8.6 | 1679 | 9.7 | 0.9 | . | 5.1 | 1.8 | 0.9
- Cc1c(NC(=O)C(C)OC(=O)CC2Sc3ccccc3NC2=O)c(=O)n(-c2ccccc2)n1C (centres undefined)
    -17.1 | 0.8 | -1.9 | 2.1 | 1576 | 15.6 | 1 | 0.0266 | -0.6 | 5.6 | 1.1
